From PubChem BioAssay
HepG2 tox: qHTS for Inhibitors of TGF-b: Cytotox Counterscreen | AID 588856, 2011 | Potency, µM (series often up to 46.1 µM), for inactives: at the highest dose activity change, negative = cytotoxicity, usual class: cytotoxic | 410,000 tested, 0.76% active | HepG2 CAGA-GFP viability, ATP luminescence, 18 h; note: potency is the fitted concentration of half-maximal effect; some results filed as inactive show a strong effect at the top dose
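HepG2 CAGA-GFP cells (1000/well, DMEM with 1% FBS) received compound, then TGF-beta at 500 pg/mL final, and were incubated 18 hours at 37 degrees C. Viability was read by CellTiter-Glo luminescence. Media-only wells were set as complete cell-killing and DMSO as no toxicity.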
ATXN viability: Viability Counterscreen for Primary qHTS for Inhibitors of ATXN expression; Potency, µM (top dose mostly 56.7 µM), hits mostly cytotoxic; AID 651635, 2014; S2 cells (HEK-293 line with an ATXN2-luciferase reporter) viability, CellTiter-Fluor protease fluorescence, 24 h; 400,000 tested, 0.49% active; note: potency is the fitted concentration of half-maximal effect; nearly all actives have a fitted effect of over 40% in size
A549 viability: Nrf2 qHTS screen for inhibitors: counterscreen for cytotoxicity | A549 ARE-Fluc cells, CellTiter-Fluor viability, 18-24 h | Potency, µM (titrated, usually from 46 µM), for the others: at the highest dose activity change, negative = cytotoxicity, actives largely listed as inhibitors | 390,000 tested, 0.16% active | AID 504648, 2011; note: potency is the fitted concentration of half-maximal effect; % is set by controls: 0 for no effect and ±100 for the full control effect
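A549 ARE_Fluc cells in 5% FBS OPTI-MEM were exposed to compounds in concentration-response for 18-24 h at 37 deg C. Viability was read by CellTiter-Fluor fluorescence (Ex 405/Em 525) after 30 min, before the luciferase read.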
EPAC2 ag: qHTS for Agonist of cAMP-regulated guanine nucleotide exchange factor 4 (EPAC2): primary screen. Rap guanine nucleotide exchange factor 4 (Homo sapiens), Q8WZA2. EPAC2 activation, biochemical qHTS; response scale: 100% = 6.5 mM cAMP response. Potency, µM (top dose mostly 154 µM), without a hit: top-dose activation, most hits filed as activators. 360,000 tested, 0.079% active; note: potency is the fitted concentration of half-maximal effect; nearly all actives have a fitted effect of over 50% in size
Target sequence (Q8WZA2 whole entry, looked up): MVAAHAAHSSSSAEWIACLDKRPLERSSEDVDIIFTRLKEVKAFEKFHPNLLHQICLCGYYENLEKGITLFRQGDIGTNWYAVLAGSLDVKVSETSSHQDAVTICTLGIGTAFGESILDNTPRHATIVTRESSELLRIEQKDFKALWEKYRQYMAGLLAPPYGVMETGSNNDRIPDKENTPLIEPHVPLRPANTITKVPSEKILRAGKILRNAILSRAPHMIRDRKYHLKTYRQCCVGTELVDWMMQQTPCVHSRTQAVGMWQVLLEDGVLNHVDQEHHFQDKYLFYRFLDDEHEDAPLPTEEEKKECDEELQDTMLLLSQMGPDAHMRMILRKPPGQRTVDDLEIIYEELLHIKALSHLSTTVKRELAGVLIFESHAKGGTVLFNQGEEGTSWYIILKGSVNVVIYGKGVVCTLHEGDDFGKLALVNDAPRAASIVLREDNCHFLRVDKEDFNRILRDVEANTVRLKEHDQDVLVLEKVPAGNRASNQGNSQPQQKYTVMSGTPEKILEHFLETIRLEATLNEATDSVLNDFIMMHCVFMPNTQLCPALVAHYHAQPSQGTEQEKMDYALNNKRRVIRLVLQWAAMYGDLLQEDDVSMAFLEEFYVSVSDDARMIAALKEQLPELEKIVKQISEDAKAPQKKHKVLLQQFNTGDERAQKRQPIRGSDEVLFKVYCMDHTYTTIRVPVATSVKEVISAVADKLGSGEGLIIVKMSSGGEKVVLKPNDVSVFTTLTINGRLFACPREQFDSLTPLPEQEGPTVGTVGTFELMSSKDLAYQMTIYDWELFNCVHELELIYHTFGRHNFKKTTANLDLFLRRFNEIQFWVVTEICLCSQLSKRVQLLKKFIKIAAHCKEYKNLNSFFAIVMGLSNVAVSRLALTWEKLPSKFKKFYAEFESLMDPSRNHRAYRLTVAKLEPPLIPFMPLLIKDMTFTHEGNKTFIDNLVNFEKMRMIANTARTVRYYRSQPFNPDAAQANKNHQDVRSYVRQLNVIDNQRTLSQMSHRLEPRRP
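In this primary screen, activation is scored as increased exchange of BODIPY-GDP from Rap1B by 100 nM EPAC2, with 50 uM GDP as competitor. Signal is normalized to the 6.5 mM cAMP agonist control.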
TGFb inhibitor: qHTS for Inhibitors of TGF-b | Potency, µM (doses to about 46.1 µM), without a hit: at the top dose activity, negative = inhibition, actives largely listed as inhibitors | HepG2 CAGA-GFP TGF-b/SMAD3 reporter, GFP fluorescence, 18 h; TGF-beta stimulated, 500 pg/mL final | 410,000 tested, 1.2% active; note: potency is the fitted concentration of half-maximal effect; % is set by controls: 0 for no effect and ±100 for the full control effect; nearly all actives have a fitted effect of over 65% in size
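Using HEPG2 CAGA-GFP reporter cells at 1000 cells/well, we pinned test compounds, stimulated with recombinant TGF-beta (500 pg/mL final) and measured total well GFP after 18 h.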
Nrf2 block: Nrf2 qHTS screen for inhibitors. A549 ARE-Fluc reporter, luciferase luminescence, 18-24 h. Potency, µM (doses to about 46 µM), for inactives: at the highest dose activity change, negative = inhibition, usual class: inhibitors. 360,000 tested, 2.1% active; note: potency is the fitted concentration of half-maximal effect; % is set by controls: 0 for no effect and ±100 for the full control effect; nearly all actives have a fitted effect of over 60% in size
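Two sequential reads on A549 ARE_Fluc cells exposed to compound for 18-24 h: a CellTiter-Fluor fluorescence read for viability, then a luciferase luminescence read for Nrf2/ARE activity.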
Nrf2 ARE act: qHTS of Nrf2 Activators | AREc32 ARE-luciferase reporter (MCF7-derived line), luminescence, 24 h | Potency, µM (doses to about 46.1 µM), without a hit: top-dose activation, usual class: activators | 410,000 tested, 0.31% active | AID 624171, 2012; note: potency is the fitted concentration of half-maximal effect; % of control where 0% means no effect; nearly all actives have a fitted effect of over 65% in size
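Cells of the AREc32 ARE-luciferase line are plated in OPTI-MEM containing 5% FBS and left overnight at 37 deg C. Compounds are pinned in, incubation continues 24 hr, and firefly luciferase signal is then measured.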
ATXN2 expr inh: Primary qHTS for Inhibitors of ATXN expression. Potency, µM (series often up to 57 µM), for the others: top-dose activity change, negative = inhibition, most hits filed as inhibitors. 360,000 tested, 0.72% active. HEK-293 ATXN2-luciferase reporter, luminescence, 24 h; note: potency is the fitted concentration of half-maximal effect; % is set by controls: 0 for no effect and ±100 for the full control effect; nearly all actives have a fitted effect of over 55% in size
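qHTS (up to 57 uM final) was run with 24 h compound exposure of reporter cells at 37 °C. Each well was multiplexed: SteadyGlo luminescence measured ATXN2-luciferase expression after a fluorogenic Gly-Phe-AFC viability readout (25 uM final).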
IL-2 act: qHTS of IL-2 Activators | IL-2 activation reporter assay, cell-based qHTS; stimulated with anti-CD3/CD4/CD28 beads; in transgenic mouse T cells | activation, % (series mostly up to about 46 µM) | 360,000 tested, 0.065% active | AID 652025, 2013; in the data active = activation above about 50%; inconclusive = mostly about 30% to 49%; note: 0% is about no effect
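Unstimulated transgenic mouse T cells preincubated 60 min with compound, then stimulated with anti-CD3/anti-CD4-coated beads plus anti-CD28 for 18 h at 37 degrees C. IL-2 response read as EGFP and DsRed fluorescence by plate cytometry.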
Starred values were filed as active, the others as inactive; [ ] = dose if it differs, or a comment. Unless noted, calls come from the whole dose curve; as a rule, active = well fitted curve in the direction sought with a large enough effect; inconclusive = small, poorly fitted or top-dose-only effect, or another doubt; inactive = no such curve, though single readings can be large; an effect the other way counts as inactive or inconclusive. Random draw from the library. About 4.3% of those tested had a hit in this group.

How did Cc1c(C(=O)N2CCOCC2)sc(NC(=O)c2ccc3c(c2)OCO3)c1C#N do in these assays?
HepG2 tox: 1%; ATXN viability: inactive; A549 viability: 0%; EPAC2 ag: 6%; TGFb inhibitor: -3%; Nrf2 block: -4%; Nrf2 ARE act: -0.7%; ATXN2 expr inh: 21%; IL-2 act: -0.9

How did CCOC(=O)[C@H]1[C@H]2COc3ccc(Br)cc3[C@H]2N2C(=O)CN(Cc3ccc(C)cc3)C(=O)[C@@]12C do in these assays?
HepG2 tox: -3%; ATXN viability: inactive; A549 viability: -3%; EPAC2 ag: -3%; TGFb inhibitor: -22%; Nrf2 block: -8%; Nrf2 ARE act: 4.8%; ATXN2 expr inh: -25%; IL-2 act: -0.1

How did O=C(CN1CCN(c2ccccn2)CC1)Nc1cc(C(F)(F)F)ccc1Cl do in these assays?
HepG2 tox: 4%; ATXN viability: inactive; A549 viability: 1%; EPAC2 ag: -2%; TGFb inhibitor: 0%; Nrf2 ARE act: 3.5%; ATXN2 expr inh: -19%; IL-2 act: 0.2

What do the screens show for `c1ccc(OCCCn2ccnc2)cc1`?
HepG2 tox: -2%; ATXN viability: inactive; A549 viability: 3%; EPAC2 ag: 3%; TGFb inhibitor: 13%; Nrf2 block: 8%; Nrf2 ARE act: 2.0%[9.22 µM]; ATXN2 expr inh: 1%; IL-2 act: -2.4

How did COc1ccc2c(c1)CCC1(C)CC(=O)C(Br)=C21 (configuration not stated) do in these assays?
HepG2 tox: -5%; ATXN viability: inconclusive; EPAC2 ag: 1%; TGFb inhibitor: 6%; Nrf2 ARE act: -0.1%; IL-2 act: -3.4

Results for O=C(CSCc1cccc(Cl)c1)Nc1ccccc1-c1ccccc1 ?
HepG2 tox: -21%; ATXN viability: inactive; A549 viability: -2%; EPAC2 ag: 4%; TGFb inhibitor: -5%; Nrf2 block: inconclusive; Nrf2 ARE act: -0.1%; ATXN2 expr inh: 2%; IL-2 act: 0.0

How did O=C(NNC1CC(=O)N(c2ccc(F)cc2)C1=O)c1cccnc1 (configuration not stated) do in these assays?
HepG2 tox: 13%; ATXN viability: inactive; A549 viability: -2%; EPAC2 ag: 7%; TGFb inhibitor: -22%; Nrf2 block: -6%; Nrf2 ARE act: -0.6%; ATXN2 expr inh: -5%; IL-2 act: -4.6

How did N#Cc1c(N)n(CCNC(=O)c2ccc(Cl)cc2)c2nc3ccccc3nc12 do in these assays?
HepG2 tox: -9%; ATXN viability: inactive; A549 viability: 10%; EPAC2 ag: -4%; TGFb inhibitor: -3%; Nrf2 block: 9.2µM*; Nrf2 ARE act: -0.1%; ATXN2 expr inh: -23%; IL-2 act: 1.2

Results for O=C(CCc1nnc2ccc(NCc3ccco3)nn12)Nc1cc(F)ccc1F ?
HepG2 tox: -18%; ATXN viability: inactive; A549 viability: -15%; EPAC2 ag: -7%; TGFb inhibitor: -14%; Nrf2 block: 5%; Nrf2 ARE act: inconclusive; IL-2 act: -0.9

How did CCOC(=O)COc1ccc2c(=O)c(-c3ccccc3OC)coc2c1 do in these assays?
HepG2 tox: 19%; ATXN viability: inactive; A549 viability: 6%; EPAC2 ag: 14%; TGFb inhibitor: -1%; Nrf2 block: 19%; Nrf2 ARE act: -0.5%; ATXN2 expr inh: -16%[11.3 µM]; IL-2 act: -1.1

What do the screens show for `CC(C)(C)CN1CCC(Oc2cccc(C(=O)N3CCNC(=O)C3(C)C)c2)CC1`?
HepG2 tox: -6%; ATXN viability: inactive; A549 viability: 1%; EPAC2 ag: -1%; TGFb inhibitor: 1%; Nrf2 block: -5%; Nrf2 ARE act: -0.7%; ATXN2 expr inh: 3%; IL-2 act: -2.3

Results for COc1cc(C=NOC(=O)Nc2ccccc2)cc(OC)c1OC ?
HepG2 tox: 0%; ATXN viability: inactive; A549 viability: -2%; EPAC2 ag: -9%; TGFb inhibitor: 12%; Nrf2 block: inconclusive; Nrf2 ARE act: 0.0%; ATXN2 expr inh: 11%; IL-2 act: -0.4

Results for O=C(CC1CCCCC1)N1CCCC(c2nc(-c3ccc(S(=O)(=O)N4CCCC4)cc3)no2)C1 (configuration not stated) ?
HepG2 tox: -39%; ATXN viability: inconclusive; A549 viability: -3%; EPAC2 ag: 11%; TGFb inhibitor: inconclusive; Nrf2 block: inconclusive; Nrf2 ARE act: 2.4%; ATXN2 expr inh: -11%; IL-2 act: -1.7

How did COc1ccc(-n2cc(-c3ccccc3)c3c(N4CC(C)OC(C)C4)ncnc32)cc1 (configuration not stated) do in these assays?
HepG2 tox: 0%; ATXN viability: inactive; A549 viability: -1%; EPAC2 ag: -9%; TGFb inhibitor: inconclusive; Nrf2 block: inconclusive; Nrf2 ARE act: 0.4%; ATXN2 expr inh: -9%; IL-2 act: 0.1

How did CCCCCCC(=O)NNC(=O)CC(=O)Nc1ccccc1C(=O)O do in these assays?
HepG2 tox: -23%; ATXN viability: inactive; A549 viability: -9%; EPAC2 ag: 12%; TGFb inhibitor: inconclusive; Nrf2 block: -8%; Nrf2 ARE act: 0.0%; ATXN2 expr inh: 4%; IL-2 act: -2.8

How did CC(=O)c1ccc(N2CCN(C(=O)CCCn3c(=S)[nH]c4cc5c(cc4c3=O)OCO5)CC2)cc1 do in these assays?
HepG2 tox: -24%; ATXN viability: inactive; A549 viability: -17%; EPAC2 ag: 9%; TGFb inhibitor: 0%; Nrf2 block: inconclusive; Nrf2 ARE act: 0.2%; ATXN2 expr inh: 2%; IL-2 act: -1.7

Results for CC(C)(C)c1ccc(NC(=S)NCc2cccnc2)cc1 ?
HepG2 tox: -22%; ATXN viability: inactive; A549 viability: 0%; EPAC2 ag: 3%; TGFb inhibitor: -35%; Nrf2 block: inconclusive; Nrf2 ARE act: 0.7%; ATXN2 expr inh: -4%; IL-2 act: -0.6

How did Cc1ccc(NC(=O)CSc2nnc(NC3CC3)s2)cc1S(=O)(=O)N1CCOCC1 do in these assays?
HepG2 tox: -19%; ATXN viability: inactive; EPAC2 ag: 12%; TGFb inhibitor: 0%; Nrf2 ARE act: 4.7%; IL-2 act: -0.2

What do the screens show for `Cn1c(=O)c2cc(NC(=O)CCc3cccnc3)ccc2n1Cc1cccc(C(F)(F)F)c1`?
HepG2 tox: -3%; ATXN viability: inactive; EPAC2 ag: 5%; TGFb inhibitor: 3%; Nrf2 ARE act: -1.0%; ATXN2 expr inh: -14%; IL-2 act: -0.2

What do the screens show for `COc1cc2nc3n(c(=O)c2cc1OC)-c1cc2ccccc2cc1C(=O)NC3Cc1ccccc1` (configuration not stated)?
HepG2 tox: -18%; ATXN viability: inconclusive; EPAC2 ag: -5%; TGFb inhibitor: -1%; Nrf2 ARE act: 0.1%; ATXN2 expr inh: -4%; IL-2 act: -1.1

How did O=C1C=C(Nc2cccnc2)c2ccccc2C1=O do in these assays?
HepG2 tox: 4.5µM*; A549 viability: inconclusive; EPAC2 ag: 9%; TGFb inhibitor: 3.5µM*; Nrf2 block: inconclusive; Nrf2 ARE act: -0.1%; ATXN2 expr inh: inconclusive; IL-2 act: 0.3

Results for Oc1ccc(Br)cc1/C=N/N1CCN(Cc2cccc3ccccc23)CC1 ?
HepG2 tox: 8%; ATXN viability: inconclusive; A549 viability: 0%; EPAC2 ag: 9%; TGFb inhibitor: 3%; Nrf2 block: -11%; Nrf2 ARE act: -1.0%; IL-2 act: 0.4

Results for N/C(=N\OS(=O)(=O)c1ccc2ccccc2c1)c1ccccn1 ?
HepG2 tox: 15%; ATXN viability: inactive; A549 viability: 3%; EPAC2 ag: 12%; TGFb inhibitor: 1%; Nrf2 block: 15%; Nrf2 ARE act: -0.5%; ATXN2 expr inh: 8%; IL-2 act: -3.9

What do the screens show for `COC(=O)c1ccccc1NC(=O)NCc1ccco1`?
HepG2 tox: 42%; ATXN viability: inactive; A549 viability: 4%; EPAC2 ag: 11%; TGFb inhibitor: -15%; Nrf2 block: -6%; Nrf2 ARE act: 22%; ATXN2 expr inh: -10%; IL-2 act: -1.5

What do the screens show for `COc1ccc2[nH]c(C(=O)N/N=C/c3cc(OC)c(OC)c(OC)c3)cc2c1`?
HepG2 tox: -18%; ATXN viability: inactive; A549 viability: 0%; EPAC2 ag: 10%; TGFb inhibitor: -2%; Nrf2 block: -28%; Nrf2 ARE act: 4.6%; IL-2 act: 0.6

Results for CC1(C)Cc2c(sc(NC(=O)C(=O)N3CCCC3)c2C#N)CO1 ?
HepG2 tox: -38%; ATXN viability: inactive; A549 viability: 0%; EPAC2 ag: 4%; TGFb inhibitor: 11%; Nrf2 block: 12%; Nrf2 ARE act: -0.6%; ATXN2 expr inh: 3%; IL-2 act: -2.3

What do the screens show for `CCCCNC(=O)C1(C)CCN1C(=O)c1ccc(F)cc1Cl` (configuration not stated)?
HepG2 tox: 6%; ATXN viability: inactive; EPAC2 ag: -1%; TGFb inhibitor: -6%; Nrf2 ARE act: -0.5%[9.22 µM]; ATXN2 expr inh: 12%; IL-2 act: -0.4

What do the screens show for `Cc1[nH]c2ccc(-c3n[nH]c(=S)n3Cc3ccccc3)cc2c1C`?
HepG2 tox: -22%; ATXN viability: inactive; A549 viability: 1%; EPAC2 ag: -15%; TGFb inhibitor: -25%; Nrf2 block: 3%; Nrf2 ARE act: -1.0%; ATXN2 expr inh: 4%; IL-2 act: 0.7
